Hsp90 block: tumor Hsp90 inhibitors, primary screen, cell lysate, fluorescence polarization, NCI-N417 lysate; Heat shock protein HSP 90-alpha (Homo sapiens), P07900; Cy3B-geldanamycin FP displacement; inhibition, % at 30 µM; 64,000 compounds, 0.35% hits; AID 429, 2006;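 active means inhibition above 50%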;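 further: 0% = tracer plus lysate wells and 100% = tracer alone without lysate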
M1 antag: antagonists of rat M1 muscarinic receptor | 64,000 compounds, 3.4% hits | CHO-M1 cells, Fluo-4 calcium, ACh EC80 antagonist mode; hits give low values | B-score at 10 µM | AID 628, 2007;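 active means calcium fluorescence response, raw or row-and-column corrected B-score, differing from the plate sample mean either way at a set confidence level, mostly lower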
Fluor 339 460: intrinsic fluorescence of library compounds, ex339/em460 – biochemical, MLSMR library, data from DPM-DC assay, artefact control, profiling panel; compound autofluorescence, ex339/em460 nm, NADH buffer; hits give high values; 1 = no-compound wells, NADH background; fluorescence fold increase at 10 µM; 65,000 compounds, 5.5% hits; AID 709, 2007;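 active means at 10 µM, mean starting fluorescence two-fold or more over control wells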;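 further: signal is the first read of a kinetic run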
NADH coupling: inhibitors of PK/LDH coupling enzymes, profiling panel, artefact control, biochemical, MLSMR library | coupled PK/LDH NADH assays, four targets | 65,000 compounds, 0.02% hits | IC50, µM (highest dose often 10 µM), for inactives: top-dose inhibition;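 active means single-dose screening hits from any of four coupled enzyme assays that gave an IC50 when retested across doses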;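 further: the DPM-DC format reads NADH fluorescence rather than 340 nm absorbance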
HTR1A agonist: human 5-HT1a receptor agonists, primary screen, cell-based, CHO, Ga15 NFAT-bla reporter; 5-hydroxytryptamine receptor 1A (Homo sapiens), P08908; CHO 5-HT1a Ga15 NFAT-bla reporter, FRET ratio; 0% basal, 100% maximal reference agonist; activation, % at 10 µM; 65,000 compounds, 0.56% hits; AID 567, 2006;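 active means activation above the screen-wide mean activation plus 3 SD, cut at about 19% in these data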;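 further: 0% = DMSO wells and 100% = 5-CT at EC100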
Target sequence (P08908 whole entry, looked up): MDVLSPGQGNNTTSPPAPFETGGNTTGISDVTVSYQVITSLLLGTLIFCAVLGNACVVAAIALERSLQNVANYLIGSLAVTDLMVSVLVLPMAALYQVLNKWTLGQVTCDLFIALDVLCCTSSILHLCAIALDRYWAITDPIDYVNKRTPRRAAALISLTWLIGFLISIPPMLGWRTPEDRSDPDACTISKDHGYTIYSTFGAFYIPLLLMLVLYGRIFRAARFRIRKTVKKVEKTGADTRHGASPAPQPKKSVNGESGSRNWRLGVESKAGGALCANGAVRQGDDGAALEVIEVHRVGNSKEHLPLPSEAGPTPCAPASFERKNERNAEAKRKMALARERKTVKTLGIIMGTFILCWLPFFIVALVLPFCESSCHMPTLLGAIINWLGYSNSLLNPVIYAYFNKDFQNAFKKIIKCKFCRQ
E coli RNAP: E. coli RNAP inhibitors, biochemical. DNA-directed RNA polymerase subunit beta (Escherichia coli (strain K12)), P0A8V2. E. coli RNA polymerase, fluorescence transcription assay. inhibition, %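 (tested at 10 µM)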. 62,000 compounds, 0.2% hits. AID 559, 2006; in the data active means inhibition above about 20%;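 further: 0% = enzyme without compound and 100% = no enzyme blank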
M1 agonist: M1 muscarinic receptor agonists, primary screen, CHO-M1 cells, Fluo-4 calcium, agonist mode. Fluo-4 calcium fluorescence; hits give high values. 64,000 compounds, 3% hits. Muscarinic acetylcholine receptor M1. AID 626, 2007. B-score at 10 µM;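 active means fluorescence rise, raw or as B-score row- and column-corrected plate score, outside the 99.7% band of its plate's samples, either direction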
D1 mod: D1 CRE-luciferase signal change, two-sided – cell-based, HEK293 D1, dopamine EC30, D1 allosteric modulator project, primary screen; D(1A) dopamine receptor (Homo sapiens), P21728; dopamine EC30 potentiation; actives deviate in either direction; B-score at 10 µM; 58,000 compounds, 5.9% hits;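 active means luminescence count or its row- and column-corrected plate score outside the 99.7% band of the plate's sample wells, on either side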
Target sequence (P21728 whole entry, looked up): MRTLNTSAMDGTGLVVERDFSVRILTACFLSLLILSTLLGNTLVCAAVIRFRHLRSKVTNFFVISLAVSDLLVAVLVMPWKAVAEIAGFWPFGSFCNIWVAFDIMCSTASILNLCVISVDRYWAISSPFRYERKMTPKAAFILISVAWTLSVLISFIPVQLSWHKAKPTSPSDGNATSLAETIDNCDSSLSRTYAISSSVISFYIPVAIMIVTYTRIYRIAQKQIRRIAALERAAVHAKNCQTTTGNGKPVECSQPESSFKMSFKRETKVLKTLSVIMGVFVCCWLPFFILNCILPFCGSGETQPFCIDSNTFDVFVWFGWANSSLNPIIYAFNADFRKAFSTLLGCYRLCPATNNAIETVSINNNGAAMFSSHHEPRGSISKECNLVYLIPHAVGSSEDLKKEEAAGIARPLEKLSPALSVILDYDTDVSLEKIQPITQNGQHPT
HER2 expr 66K: inhibitors of Her2 protein expression, primary screen, SKBR-3 cells, AlphaScreen, 66K library. Receptor tyrosine-protein kinase erbB-2 (Homo sapiens), P04626. SKBR-3 HER2 protein level, 18-24 h; hits give low values. HER2 level % of control, % at 10 µM. 65,000 compounds, 0.69% hits. AID 645, 2007;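 active means HER2 level under 5% of the carrier-only control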;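 further: 100% = DMSO carrier and 0% = 500 nM PU-H71 HSP90 inhibitor; lower value means stronger loss of Her2 protein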
An asterisk follows results filed as active; nt = not tested or not shown; [ ] = remark or other dose. Compounds were not picked by outcome. About 16% of those tested had a hit in this group.

SMILES	Hsp90 block	M1 antag	Fluor 339 460	NADH coupling	HTR1A agonist	E coli RNAP	M1 agonist	D1 mod	HER2 expr 66K
COc1ccc(-c2cn3ccsc3n2)cc1	-4	0.41	1.1	4%	1.0	nt	0.71	nt	91
O=C(O)CCC(=O)N1CCc2cc(S(=O)(=O)N3CCC(Cc4ccccc4)CC3)ccc21	-2	0.99	1.1	1%	0.6	8	-0.4	nt	79
Cc1cc(Br)ccc1NC(=O)CCN1C(=O)c2ccncc2C1=O	-4	1.1	1	3%	0.3	6	-0.63	-0.3	69
O=C(Cn1c(-c2ccccc2)noc1=O)Nc1ccc(N2CCCCCC2)cc1	0	-0.032	1.1	6%	-3.2	1	0.061	0.97	95
CCCOC(=O)C1[C@H]2C(=O)N(CCCOC)C[C@]23C=C[C@H]1O3 (some centres undefined)	0	-0.4	1.1	0%	-3.7	-4	-1.1	-0.06	73
CCn1cc(C(=O)NC2CCCCC2C)c(=O)c2ccc(C)nc21 (centres undefined)	0	0.81	1.3	9%	-1.1	-3	0.42	0.85	81
O=C1CC(Cc2ccccc2)C(=O)N1Cc1ccco1 (centres undefined)	-3	-0.15	1.1	1%	-2.2	1	-0.15	0.068	88
O=C(NCC1CCCO1)c1nn2c(c1Cl)NC(c1ccc(F)cc1)CC2C(F)(F)F (centres undefined)	2	1	1.1	3%	1.2	9	-0.32	0.37	94
Cc1cc(OCCOCCN(C)CCO)cc(C)c1Cl	0	-0.29	1.1	0%	-2.4	0	0.24	-1.5	105
CC(C)NC(=O)c1ccc2c(=O)n(C3CCCC3)c(=S)[nH]c2c1	-2	0.44	1.1	4%	0.6	5	-0.12	-0.52	101
Cc1cc(C)nc(-n2nc(C)c(C3(O)C(=O)Nc4ccc(F)cc43)c2N)n1 (centres undefined)	-5	0.17	1	7%	0.3	3	-1.1	0.85	121
Cc1nc(NC(C)c2ccccc2)c2oc3ccccc3c2n1 (centres undefined)	0	-0.25	1.1	10%	-1.7	-1	3.3*	1.5	80
CCCOc1ccc(-c2nnn(CC(=O)OCC)n2)cc1	-6	1	1.1	2%	-1.0	3	0.23	0.062	131
Cc1ccc2c(c1)NC(=O)C(CC(=O)NCCCN1CCCC1=O)O2 (centres undefined)	-4	0.01	1.1	7%	-1.7	8	0.17	-0.29	104
O=C(c1cc2c(=O)oc3ccccc3c2s1)N1CCN(c2ccccn2)CC1	nt	0	0.94	3%	0.5	2	-1.4	-0.037	188
Cc1ccc(S(=O)(=O)NCc2nc3ccccc3[nH]2)cc1	1	1.4	1.1	6%	-2.7	12	-0.78	1.1	100
CCCCCCOC(=O)Sc1nc2ccccc2o1	nt	nt	1.1	1%	nt	5	nt	-0.92	90
CC(C)C(=O)NC(c1ccco1)c1ccc2cccnc2c1O (centres undefined)	12	0.25	1.1	2%	-1.0	2	0.25	-0.73	50
O=C1NC(c2ccccn2)Nc2sc3c(c21)CCC3 (centres undefined)	-8	-0.35	1.4	5%	-1.0	1	-1.4	-0.95	105
COCCN1C(=O)c2oc3ccccc3c(=O)c2C1c1cccc(O)c1 (centres undefined)	-5	0.13	1.1	2%	0.3	7	-1.2	0.41	92
CS(=O)(=O)N(CCc1ccccc1)CC(=O)NCC1CCCO1 (centres undefined)	-1	0.12	1.1	4%	0.2	0	-0.14	-0.063	112
CC(=O)NC(CCS(C)(=O)=O)C(=O)Nc1cccc(C(C)=O)c1 (centres undefined)	-4	0.46	1	2%	-3.8	nt	-0.68	-0.018	78
CCC(c1nnnn1CCOC)N1CCN(C(=O)c2ccco2)CC1 (centres undefined)	1	0.012	1.1	4%	-1.7	0	-1.2	-0.96	90
C=C1C(C(=O)N2CCOCC2)C1C(=O)N1CCOCC1 (centres undefined)	1	-0.064	1.1	9%	-2.0	-1	0.41	0.19	100
Clc1ccc(CSc2nnc(-c3ccncc3)o2)c(Cl)c1	-2	0.0038	1.1	4%	0.2	-3	0.072	0.028	92
Cc1c(C(=O)N2CCN(c3ccccc3)CC2)sc2ncnc(N3CCN(c4ccccc4)CC3)c12	3	0.59	1	2%	-2.1	7	0.00086	-0.009	93
Cc1nc(N2CCCC2)c2nnn(Cc3ccccc3Cl)c2n1	0	-0.96	1.1	5%	0.1	6	-0.61	nt	64
COc1cc(NC(=O)c2ncn[nH]2)cc(OC)c1OC	-2	1.2	1.1	1%	-4.0	nt	0.37	0.31	130
CC(C)=C(NC(=O)c1ccco1)C(=O)NCCc1nc2ccccc2[nH]1	-1	-1.1	1.1	9%	0.4	12	-0.074	0.16	66
COc1ccc(-c2nsc(SCC(=O)Nc3cc(C)on3)n2)cc1	3	1.3	1	2%	-3.0	-4	-0.72	nt	97
COC(=O)c1ccccc1NC(=O)Cn1c(=O)oc2ccc(Cl)cc21	2	0.045	1.1	4%	1.5	5	-0.57	0.17	140
O=C1C2CCC(C(O)C2)N1Cc1ccccc1 (centres undefined)	1	0.04	1.1	4%	-5.2	3	-0.31	0.17	87
N#Cc1nc(-c2ccco2)oc1N1CCN(c2cccc(Cl)c2)CC1	-1	0.19	1.2	6%	-2.9	5	0.21	0.76	80
COC(=O)c1cc(NC(=O)CSc2nc(C)cc(=O)[nH]2)cc(C(=O)OC)c1	-3	-0.28	1.1	6%	0.5	7	-0.012	2.9*	57
O=C(C1CCCCC1)N1CCN(C(=O)C2CCCCC2)CC1	0	0.18	1.1	4%	-0.8	5	0.0078	0.27	112
CSc1ccc(-c2cc(=O)c3ccccc3o2)cc1	-3	0.55	2.9*	3%[fluoresces]	-0.1	-29	0.71	0.047	59
COc1ccccc1CNC(=O)CNCC1CCCO1 (centres undefined)	7	0.14	1.1	18%	-2.2	nt	0.04	-0.39	99
COc1ccc(S(=O)(=O)N2CCOCC2)cc1C(=O)Nc1cc(C)on1	-3	-0.33	1.1	12%	-2.8	5	2.3	0.16	73
c1cncc(-c2nc3ccccn3c2Nc2ccc3c(c2)OCCO3)c1	1	0.55	1.4	9%	-2.3	1	1.3	0.84	96
COc1ccc(C(=O)Nn2c(SCC(=O)NCC3CCCO3)nc3ccccc3c2=O)cc1 (centres undefined)	-5	-6.9*	1.2	3%	-1.4	10	-0.79	-5.4*	98
CCC(=O)N(Cc1cc2cc(OC)ccc2[nH]c1=O)c1cc(C)ccc1C	-1	0.4	2.4*	20%	1.9	12	-0.27	1.4	119
O=c1c(=O)n(O)c2ccccc2n1O	-2	0.22	1.1	3%	-3.1	5	-0.19	0.1	79
Cc1cc(OCc2nnc(SCC(=O)OC3CCCCC3)o2)ccc1Cl	1	0.13	1.1	5%	-1.9	5	4.6*	0.19	88
c1ccc2[nH]c(CSc3nnc(-c4ccncc4)o3)nc2c1	1	1.1	1.1	5%	-0.6	-6	-0.57	1.1	79
c1nc(N2CCCCC2)c2[nH]cnc2n1	20	0.19	1.1	2%	-1.1	2	0.42	2.2	62
O=C(CC1(O)C(=O)Nc2ccccc21)c1ccc(-n2cccc2)cc1 (centres undefined)	-7	-0.085	1.1	2%	-3.0	-3	0.17	0.099	40
Cn1c(=O)c2c(SCC(=O)N3CCN(c4ccccc4)CC3)nc(C3CC3)nc2n(C)c1=O	-2	-2.3*	1.2	6%	0.7	6	4.8*	-3.6	69
CC(C)C1C(C#N)=C(N)Oc2n[nH]c(-c3cccs3)c21 (centres undefined)	1	1.1	0.99	6%	1.8	3	1.1	3.6*	96
COc1ccc(CCN(Cc2nc3ccccc3c(=O)[nH]2)C(=O)c2ccco2)cc1OC	1	-0.0065	1	6%	1.4	11	0.93	nt	79
Cc1ccnc(N2CCC(C(=O)NCc3ccc4c(c3)OCO4)CC2)n1	3	-0.0043	1.5	8%	-2.2	3	0.67	0.65	146

Given with two lines to a compound: part of the list above
Screens in order – Hsp90 block | M1 antag | Fluor 339 460 | NADH coupling | HTR1A agonist | E coli RNAP | M1 agonist | D1 mod | HER2 expr 66K
- c1nc(N2CCCCC2)c2[nH]cnc2n1
    20 | 0.19 | 1.1 | 2% | -1.1 | 2 | 0.42 | 2.2 | 62
- O=C(CC1(O)C(=O)Nc2ccccc21)c1ccc(-n2cccc2)cc1 (centres undefined)
    -7 | -0.085 | 1.1 | 2% | -3.0 | -3 | 0.17 | 0.099 | 40
- Cn1c(=O)c2c(SCC(=O)N3CCN(c4ccccc4)CC3)nc(C3CC3)nc2n(C)c1=O
    -2 | -2.3* | 1.2 | 6% | 0.7 | 6 | 4.8* | -3.6 | 69

Three entries out of the list above, sorted by the value under E coli RNAP, falling:
| compound | M1 antag | Fluor 339 460 | NADH coupling | HTR1A agonist | E coli RNAP | M1 agonist | D1 mod | HER2 expr 66K |
| --- | --- | --- | --- | --- | --- | --- | --- | --- |
| CCC(=O)N(Cc1cc2cc(OC)ccc2[nH]c1=O)c1cc(C)ccc1C | 0.4 | 2.4* | 20% | 1.9 | 12 | -0.27 | 1.4 | 119 |
| Cc1cc(OCc2nnc(SCC(=O)OC3CCCCC3)o2)ccc1Cl | 0.13 | 1.1 | 5% | -1.9 | 5 | 4.6* | 0.19 | 88 |
| c1nc(N2CCCCC2)c2[nH]cnc2n1 | 0.19 | 1.1 | 2% | -1.1 | 2 | 0.42 | 2.2 | 62 |

Next records follow.
SMILES	Hsp90 block	M1 antag	Fluor 339 460	NADH coupling	HTR1A agonist	E coli RNAP	M1 agonist	D1 mod	HER2 expr 66K
CC(C)(NO)/C(=N/O)c1ccc(Br)cc1	2	-0.11	1.1	1%	-1.7	9	0.25	0.036	115
CCOC(=O)c1oc2ccc(S(=O)(=O)N3CCOCC3)cc2c1C	-2	-0.21	1.1	4%	-3.3	9	-1.2	4.3*	106
COCCn1c(SCC(=O)N2CCCC2)nnc1C(C)C	-2	0.48	1.1	5%	-0.7	7	0.64	-1.1	90
CC1CN(c2oc(-c3cccs3)nc2C#N)CC(C)O1 (centres undefined)	-3	-0.26	2.4*	7%[fluoresces]	-1.9	-54	-0.8	0.036	129
COc1ccc(CNCCNC(=O)c2nonc2N)cc1OC	-1	0.049	1.1	5%	-1.7	nt	0.56	0.42	100
COC(=O)c1cc(Br)c(=O)n(-c2nccs2)c1	-13	-0.26	1.1	2%	-2.2	16	-0.2	2	116
Cn1ncc(C#N)c1NC(=O)c1nn2cccnc2c1Cl	-2	0.077	1.1	6%	-1.2	6	0.35	1.6	102
CC(C)C(=O)Nc1nnc(SCC(=O)NC2CC2)s1	-3	-1.2	1.1	7%	0.7	3	-0.0077	1.4	120
CCC(Sc1nc2n[nH]c(C)c2c(=N)n1-c1cc(Cl)ccc1C)C(=O)N1CCOCC1 (centres undefined)	-1	0.26	0.99	3%	1.7	4	-0.028	6.4*	78
C/C(CC1(O)C(=O)N(C)c2ccccc21)=N\O (centres undefined)	-2	0.058	1.1	6%	0.1	6	-0.45	nt	103
CC(Oc1ccc(Cl)cc1Cl)C(=O)NCCCN1CCOCC1 (centres undefined)	-1	0.98	1.1	1%	-1.2	8	-0.00067	1.4	78

Screening results deposited in PubChem by several laboratories.
